Screens from PubChem.
Menin-MLL TR inh – qHTS Assay for Inhibitors Targeting the Menin-MLL Interaction in MLL Related Leukemias: Competition With Texas Red Labeled MLL-derived Mutant Peptide | Potency, µM (highest dose often 61.6 µM), without a hit: at the highest dose FP activity change, negative = inhibition, most hits filed as inhibitors | Menin + Texas Red MLL mutant peptide, fluorescence polarization | 270,000 compounds, 0.23% hits | O00255; active = well fitted inhibition curve with a large enough effect in the polarisation, with a control signal flat, not every such curve was filed as active; the % refers to the polarisation; note: potency is the fitted concentration of half-maximal effect; % of control where 0% means no effect; many of its hits are not listed in these tables
Gal4-VP16 FLuc – VP16 counterscreen qHTS for inhibitors of ROR gamma transcriptional activity | Drosophila S2 Gal4-VP16 UAS-luciferase, luminescence, 20 h | Potency, µM (titrated, usually from 53.6 µM), inactives show top-dose activity, negative = inhibition, actives largely listed as inhibitors | 310,000 compounds, 3.5% hits;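 note: Gal4-VP16 expression switched on by copper sulfate through the metallothionein promoter; potency is the fitted concentration of half-maximal effect; % is set by controls: 0 for no effect and ±100 for the full control effect; nearly all actives have a fitted effect of over 50% in size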
KCNH2 3.1 inh – qHTS for Inhibitors of KCHN2 3.1: Mutant qHTS. U2OS KCNH2 3.1, thallium flux FluxOr; active compounds read low. Potassium voltage-gated channel subfamily H member 2, brain isoform KCNH2 3.1 (human). activity change, % (tested at about 1.8 µM). 340,000 compounds, 0.95% hits;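 active = maximum activity change below -70%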;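 note: thallium influx rate constant from kinetic fluorescence after stimulation buffer; % is set by controls: 0 for no effect and ±100 for the full control effect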
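Kinetic fluorescence (2 min after stimulation buffer) measures Tl+ influx through KCNH2 3.1 expressed by viral transduction in U2OS cells; the rate constant is normalized against DMSO controls serving as positive and negative references.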
FLuc modulator – qHTS profiling assay for firefly luciferase inhibitor/activator using purifed enzyme and Km concentrations of substrates (counterscreen for miR-21 project); Luciferin 4-monooxygenase (Photinus pyralis), P08659; purified FLuc, Km substrates, luminescence inhibition; Potency, µM (series often up to 57.5 µM), for inactives: top-dose activity change, negative = inhibition, most hits filed as inhibitors; 360,000 compounds, 6.9% hits; AID 588342, 2011;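 note: potency is the fitted concentration of half-maximal effect; plate controls were vehicle for no effect and reference inhibitor for full effect; nearly all actives have a fitted effect of over 55% in size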
Target sequence (P08659 whole entry, looked up): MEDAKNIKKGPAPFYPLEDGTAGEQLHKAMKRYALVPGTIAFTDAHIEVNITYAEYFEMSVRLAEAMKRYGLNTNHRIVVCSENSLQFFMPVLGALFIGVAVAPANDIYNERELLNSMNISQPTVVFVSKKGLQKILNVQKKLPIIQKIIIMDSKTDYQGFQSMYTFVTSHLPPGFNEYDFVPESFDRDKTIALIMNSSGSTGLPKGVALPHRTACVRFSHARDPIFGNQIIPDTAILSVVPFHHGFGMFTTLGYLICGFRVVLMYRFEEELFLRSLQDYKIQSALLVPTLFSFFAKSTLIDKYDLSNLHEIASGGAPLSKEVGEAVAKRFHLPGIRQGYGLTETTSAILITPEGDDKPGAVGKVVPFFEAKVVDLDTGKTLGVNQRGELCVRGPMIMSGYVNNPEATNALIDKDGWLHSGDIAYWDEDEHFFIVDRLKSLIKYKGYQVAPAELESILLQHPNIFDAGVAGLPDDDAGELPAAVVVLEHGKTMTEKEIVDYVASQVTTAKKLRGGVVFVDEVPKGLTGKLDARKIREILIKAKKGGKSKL
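Biochemical qHTS of compounds, final roughly 60 µM downward over six points, against 10 nM purified firefly luciferase using Km concentrations of substrates (10 uM D-luciferin, 10 uM ATP) in Tris acetate pH 7.5 buffer; luminescence output.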
RORgamma inh – qHTS for inhibitors of ROR gamma transcriptional activity. Nuclear receptor ROR-gamma (Mus musculus), P51450. Drosophila S2 Gal4-RORgamma UAS-luciferase reporter, 20 h. Potency, µM (top dose mostly 53.6 µM), without a hit: at the top dose activity change, negative = inhibition, usual class: inhibitors. 310,000 compounds, 5.4% hits. AID 2551, 2010; note: potency is the fitted concentration of half-maximal effect; % is set by controls: 0 for no effect and ±100 for the full control effect; nearly all actives have a fitted effect of over 60% in size
Target sequence (P51450 whole entry, looked up, the tested form may be a part): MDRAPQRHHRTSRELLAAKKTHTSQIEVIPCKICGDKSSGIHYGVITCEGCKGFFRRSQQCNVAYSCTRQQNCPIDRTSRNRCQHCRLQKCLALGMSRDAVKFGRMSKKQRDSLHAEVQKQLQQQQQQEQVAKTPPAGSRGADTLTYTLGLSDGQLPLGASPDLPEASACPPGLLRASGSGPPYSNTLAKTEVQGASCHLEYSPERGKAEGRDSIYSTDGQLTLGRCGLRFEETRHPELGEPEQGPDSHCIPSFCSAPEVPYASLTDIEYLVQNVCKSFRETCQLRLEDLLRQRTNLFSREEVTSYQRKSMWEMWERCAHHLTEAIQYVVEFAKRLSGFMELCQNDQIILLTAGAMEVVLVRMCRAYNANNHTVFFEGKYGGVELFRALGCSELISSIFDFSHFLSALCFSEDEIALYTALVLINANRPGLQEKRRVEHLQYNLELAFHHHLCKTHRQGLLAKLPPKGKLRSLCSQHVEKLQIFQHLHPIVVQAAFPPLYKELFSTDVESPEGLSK
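Compounds are pin-transferred onto Drosophila Schneider cells expressing a copper-inducible Gal4–ROR gamma transactivation domain fusion. After 1 hr, copper sulfate is added to 700 uM final; luciferase is read 20 hr later.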
Starred values were filed as active, the others as inactive; nt = no result given; & = joins results of further samples. Unless noted, calls come from the whole dose curve; as a rule, active = well fitted curve in the direction sought with a large enough effect; inconclusive = small, poorly fitted or top-dose-only effect, or another doubt; inactive = no such curve, though single readings can be large; an effect the other way counts as inactive or inconclusive.

Start of the listing, in advance, 2 compounds:
SMILES | Menin-MLL TR inh | Gal4-VP16 FLuc | KCNH2 3.1 inh | FLuc modulator | RORgamma inh
CCOc1ccc(-n2cc(-c3ccccc3)c3c(N4CCC(C)CC4)ncnc32)cc1 | nt | nt | nt | -9% | nt
CCOC(=O)c1ccc(NS(=O)(=O)c2ccc3c(c2)OCCO3)cc1 | nt | nt | nt | -15% | nt

The listing, from the start:
SMILES | Menin-MLL TR inh | Gal4-VP16 FLuc | KCNH2 3.1 inh | FLuc modulator | RORgamma inh
CCOc1ccc(-n2cc(-c3ccccc3)c3c(N4CCC(C)CC4)ncnc32)cc1 | nt | nt | nt | -9% | nt
CCOC(=O)c1ccc(NS(=O)(=O)c2ccc3c(c2)OCCO3)cc1 | nt | nt | nt | -15% | nt
Cc1cc(O)cc2c1O[C@](C)(CCC[C@H](C)CCC[C@H](C)CCCC(C)C)CC2 | 3%&18% | -7%&5% | nt | 4% | 19%
CC(C)C[C@H]1CNC(=S)N1CC1CCCN1C[C@H](CC(C)C)N1C[C@H](Cc2ccc(O)cc2)N(CC2CCCCC2)C1=S (some centres not stated) | nt | nt | -21 | nt | nt
Cc1cccnc1NS(=O)(=O)c1ccccc1 | nt | nt | 3 | nt | nt
Cc1ccc([C@H]2C[C@@H](n3cc(C4CC4)nn3)[C@H](O)CN2CC2CCCCC2)cc1 | nt | nt | -2 | nt | nt
Cc1cc(NC(=O)CCn2c(=O)sc3ccccc32)no1 | nt | nt | -13 | nt | nt
Cc1ccccc1-c1nc(S(=O)(=O)c2ccccc2)c(NCCN2CCOCC2)o1 | nt | nt | 3 | nt | nt
Cc1ccc([C@H]2C[C@H](n3cc(COC(=O)c4ccccc4)nn3)[C@@H](O)CN2C(=O)c2cccs2)cc1 | nt | nt | -14 | nt | nt
Cc1cc2[nH]c3c4ccccc4nc(C)c3c2cc1C | nt | nt | 3 | nt | nt
CN(C(=O)COC(=O)Cc1ccc(Br)cc1)c1c(N)n(Cc2ccccc2)c(=O)[nH]c1=O | nt | nt | 2 | nt | nt
CC(C)(C)[C@@H]1C=C(C(=O)O)O[C@H](OCCCCO)C1 | nt | nt | 4 | nt | nt
COc1ccc(CNC(=O)O[C@]23C[C@H]4C(=O)N(c5ccccc5)C(=O)[C@H]4C[C@@]2(O)CN(S(=O)(=O)c2ccc(C)cc2)C3)cc1OC | nt | nt | -10 | nt | nt
CN(CCc1ccccc1)C(=O)CC1C(=O)NCCN1Cc1ccccn1 (configuration not stated) | nt | nt | -5 | nt | nt
Oc1cccnc1CN1CCOCC1 | nt | nt | 0 | nt | nt
COc1ccc(C(=O)Nc2nc(-c3ccc([N+](=O)[O-])cc3)c(-c3ccccc3)s2)cc1 | nt | nt | -17 | nt | nt
CSc1ncnc2c1ncn2CCCN[C@H](C)c1cccc2ccccc12 | nt | nt | 2 | nt | nt
CC(=O)NC1CCCC(NC(C)=O)C1 (configuration not stated) | nt | nt | 12 | nt | nt
C[C@@H]1CN([C@H](C)CO)C(=O)c2cc(Br)cnc2O[C@@H]1CN(C)Cc1ccc(-c2ccccc2)cc1 | nt | nt | 16 | nt | nt
O=C(CCN1C(=O)c2ccccc2C1=O)c1ccccc1 | nt | nt | 8 | nt | nt
O=C(NCCSSCCNC(=O)c1ccccc1)c1ccccc1 | nt | nt | 5 | nt | nt
CCN1C[C@@H]2[C@@H]3C(=O)N(C)C(=O)[C@@H]3[C@](Cc3ccccc3)(C(=O)OC)N2C1=NCc1ccccc1 | nt | nt | -2 | nt | nt
CCOC(=O)CN1N=C(/C=C/c2ccccc2)CCC1=O | nt | nt | 6 | nt | nt
CCC1=C(CC2NCCc3ccccc32)CC2c3cc(OC)c(OC)cc3CCN2C1 (configuration not stated) | nt | nt | -1 | nt | nt
COc1cc(NC(=O)c2cc(S(=O)(=O)N3CCCCC3)ccc2N2CCOCC2)cc(OC)c1OC | nt | nt | 4 | nt | nt
COc1cc(NS(=O)(=O)c2ccc(-n3cccn3)cc2)cc(OC)c1 | nt | nt | -4 | nt | nt
COc1ccc(C(=O)CC(C#N)c2ccc3c(c2)OCO3)cc1OC (configuration not stated) | nt | nt | -1 | nt | nt
COc1ccc(-c2csc(NC(CO)c3nc4ccccc4n3Cc3ccc(C)cc3)n2)cc1 (configuration not stated) | nt | nt | -5 | nt | nt
COc1ccc2c(Cl)cc(NC(=O)Nc3c(C)cccc3C)nc2c1 | nt | nt | 9 | nt | nt
O=C1CCC(C(=O)N2CCN(c3ccccc3)CC2)CN1Cc1ccc(Cl)cc1 (configuration not stated) | nt | nt | -9 | nt | nt
COc1ccc(C(CC(=O)c2ccc(C)cc2)Sc2ccccc2N)cc1 (configuration not stated) | nt | nt | 6 | nt | nt
CCOc1cccc(/C=C(\C#N)C(=O)NC2CC2)c1 | nt | nt | 18 | nt | nt
NC(=O)C12C(=O)NC(=O)C1(C(=O)O)C21CCCC1 (configuration not stated) | nt | nt | -8 | nt | nt
CC(OC(=O)[C@@H](NS(=O)(=O)c1ccccc1)C(C)C)C(=O)c1c(N)n(C)c(=O)n(C)c1=O (some centres not stated) | nt | nt | -21 | nt | nt
C[C@@H]1CN([C@H](C)CO)C(=O)CCCn2cc(nn2)CO[C@H]1CN(C)C(=O)Nc1ccnc(N2CCOCC2)c1 | nt | nt | -1 | nt | nt
CCC1(O)C(=O)OCc2c1cc1n(c2=O)Cc2cc3cc(O)ccc3nc2-1 (configuration not stated) | nt | nt | 18 | nt | nt
COc1ccc(N2CCN(CC(=O)Nc3ccc(C)cc3Br)CC2)cc1 | nt | nt | -14 | nt | nt
COc1cccc(OC)c1C(=O)Nc1sc2c(c1C(N)=O)CCCC2 | nt | nt | 3 | nt | nt
COc1ccccc1OCC(=O)NNC(=O)Nc1ccccc1 | nt | nt | 1 | nt | nt
Cc1cc2c(cc1C)N(C(=O)CCl)CCN2C(=O)CCl | nt | nt | -6 | nt | nt
Cc1cc(N2CCN(C(=O)c3ccoc3)CC2)n2nc(-c3ccccc3)cc2n1 | nt | nt | 3 | nt | nt
c1ccc2c(c1)C1=NCCN1c1ccccc1-2 | nt | nt | -11 | nt | nt
Nc1nc2c(nc(Br)n2[C@@H]2O[C@@H]3COP(=O)(O)O[C@H]3[C@H]2O)c(=O)[nH]1 | nt | nt | -4 | nt | nt
FCc1nc2nc(Cl)c(Cl)nc2[nH]1 | nt | nt | 6 | nt | nt
COc1cc[n+]([O-])cc1[N+](=O)[O-] | nt | nt | 1 | nt | nt
O=C(C1CCCCC1)N1C[C@@H](n2cc(-c3ccc(F)cc3)nn2)[C@H](O)C[C@@H]1c1ccc(Cl)cc1 | nt | nt | -7 | nt | nt
Cc1ccc(S(=O)(=O)N2CC3(O)CN(C(=O)OC(C)C)N(C(=O)OC(C)C)CC3(OC(=O)NCC3CCCCC3)C2)cc1 (configuration not stated) | nt | nt | 2 | nt | nt
CC(=O)N1N=C(N)SC1c1ccc(Cl)c(Cl)c1 (configuration not stated) | nt | nt | -2 | nt | nt
COc1ccc(CCCN2CCC(CN3CCNC(=O)C3=O)CC2)cc1OC | nt | nt | 2 | nt | nt
COc1ccc(Cl)cc1NC(=O)c1cccc(S(=O)(=O)Nc2c(C)n(C)n(-c3ccccc3)c2=O)c1 | nt | nt | -5 | nt | nt
Nc1ncnc2c1ncn2C1C=C(CO)C(O)C1O (configuration not stated) | nt | nt | 3 | nt | nt
CCn1c(SCC(=O)N2CCC(C(N)=O)(N3CCCCC3)CC2)nc2ccccc2c1=O | nt | nt | -10 | nt | nt
O=C(O)c1cccc2c1-c1c(cccc1[N+](=O)[O-])C2 | nt | nt | 15 | nt | nt
CCc1nnc(NC(=O)CSc2nnc3scc(-c4ccc(C)cc4)n23)s1 | nt | nt | -15 | nt | nt
CC(C)C[C@H]1CN([C@@H](CC(C)C)CN2CCCC2CN2C(=S)NC[C@@H]2Cc2ccc(O)cc2)C(=S)N1CC1CCCCC1 (some centres not stated) | nt | nt | -13 | nt | nt
O=C1C=CC(=O)c2c(O)c(CO)c(CO)c(O)c21 | nt | nt | -6 | nt | nt
CCOc1ccc2nc3ccc4[nH]onc4c3c2c1 | nt | nt | -4 | nt | nt
CC(=O)C1C=CC(C)(C(=O)O)C2C=C(C)C(=O)C(C)(O)C12 (configuration not stated) | nt | nt | -2 | nt | nt
COc1ccc(S(=O)(=O)N2CC=C(c3ccccc3)CC2)cc1OC | nt | nt | -7 | nt | nt
C[C@H]1CN([C@@H](C)CO)C(=O)CCCn2nncc2CO[C@H]1CN(C)C(=O)Nc1cccc(Oc2ccccn2)c1 | nt | nt | 13 | nt | nt

(next part)
SMILES | Menin-MLL TR inh | Gal4-VP16 FLuc | KCNH2 3.1 inh | FLuc modulator | RORgamma inh
CCN(CC)c1ncnc2c1nnn2C | nt | nt | -3 | nt | nt
COc1ccc(-c2nc(NC(=O)c3ccco3)sc2C)cc1 | nt | nt | 9 | nt | nt
CC(=O)Nc1ccc(SC(Sc2ccc(NC(C)=O)cc2)c2ccccc2)cc1 | nt | nt | -2 | nt | nt
COc1ccc(NC(=O)c2sc3nc(N4CCOCC4)c4c(c3c2N)CCCC4)cc1 | nt | nt | 9 | nt | nt
CN(C(=O)c1cccc(NC(=O)Cc2cccc(NC(=O)C3CCN(C(=O)C4CCCCC4)CC3)c2)c1)C1CC1 | nt | nt | 5 | nt | nt
COc1ccc(C2=NNC(=O)C2(C)Br)cc1 (configuration not stated) | nt | nt | 2 | nt | nt
C#CCN(C[C@@H]1[C@@H](OC(=O)NCc2ccco2)[C@@H](OC(=O)NCc2ccco2)Cn2c(=O)n(CCCCCC)c(=O)n21)S(=O)(=O)c1ccc(C)cc1 | nt | nt | -11 | nt | nt
CCCCCCN1C[C@H](n2cc(-c3ccc(F)cc3)nn2)[C@@H](O)C[C@@H]1c1ccc(Cl)cc1 | nt | nt | -7 | nt | nt
COc1ccc(C)cc1S(=O)(=O)N(CC(=O)N1CCCC1)c1ccc(C)cc1 | nt | nt | -4 | nt | nt
O=C1c2ccccc2C(=O)N1C1C(=O)N2CCSC12C(=O)OCc1ccccc1 (configuration not stated) | nt | nt | 14 | nt | nt
COc1ccccc1NS(=O)(=O)c1cc(NC(=O)c2ccccc2C)ccc1N1CCOCC1 | nt | nt | -7 | nt | nt
CCCCNC(=O)c1ccccc1C(=O)NC1(C(=O)NCCCC)CCCC1 | nt | nt | -19 | nt | nt
COC(=O)c1cc(S(=O)(=O)NCC(C)c2ccccc2)c[nH]1 (configuration not stated) | nt | nt | -4 | nt | nt
CN(Cc1ccccc1)C(=O)c1cccc(NC(=O)Cc2ccc(NC(=O)C3CCN(C(=O)C4CCCC4)CC3)cc2)c1 | nt | nt | 10 | nt | nt
CN1C/C(=C/c2ccccc2[N+](=O)[O-])C(=O)/C(=C\c2ccccc2[N+](=O)[O-])C1 | nt | nt | -15 | nt | nt
CC(Nc1nc(-c2ccc(F)cc2)cs1)c1nc2cc(Cl)c(Cl)cc2n1CCOCCO (configuration not stated) | nt | nt | -23 | nt | nt
O=C(OCCOc1ccccc1F)c1cc(S(=O)(=O)N2CCOCC2)ccc1F | nt | nt | 8 | nt | nt
[O-][N+](=C(c1ccccc1)c1ccccc1)c1ccccc1 | nt | nt | -7 | nt | nt
Cc1ncc(C)c2c([N+](=O)[O-])cccc12 | nt | nt | 2 | nt | nt
O=C(Nc1ccc(Cl)cc1)P(=O)(O)c1ccccc1 | nt | nt | 8 | nt | nt
O=c1[nH]nc(-c2ccc[nH]2)[nH]1 | nt | nt | -7 | nt | nt

An excerpt; count on the stated rates, not on these rows.
